POLB inh: inhibitors of human DNA polymerase beta | P06746 | Pol beta primer extension/strand displacement, fluorescence kinetic | Potency, µM (highest dose often 114 µM), without a hit: at the highest dose activity change, negative = inhibition, hits mostly inhibitors | hit rate 1.3% among 340,000 | AID 485314; note: potency is the fitted concentration of half-maximal effect; % is set by controls: 0 for no effect and ±100 for the full control effect
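Curves were derived by four-parameter Hill fits of normalized qHTS data. The kinetic fluorescent primer-extension read was taken at 0 and 10 min after 50 nM substrate, following a 15 min room-temperature preincubation of 10 nM enzyme with compounds.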
POLH inh: blocks human DNA polymerase eta activity. recombinant Pol eta, fluorescent DNA replication assay. Potency, µM (titrated, usually from 114 µM), for the others: at the highest dose activity change, negative = inhibition, actives largely listed as inhibitors. hit rate 1.2% among 390,000; note: potency is the fitted concentration of half-maximal effect; % is set by controls: 0 for no effect and ±100 for the full control effect
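Fluorescent replication assay: 50 nM final substrate added after a 15 min room-temperature compound preincubation with 10 nM enzyme. Signal taken at 0 min and again at 10 min.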
APEX1 inh: blocks human APE1 abasic DNA cleavage; P27695; recombinant APE1, TAMRA/BHQ-2 abasic DNA cleavage fluorescence; Potency, µM (highest dose often 65.8 µM), inactives show top-dose activity change, negative = inhibition, actives largely listed as inhibitors; hit rate 0.35% among 350,000; AID 2517;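 note: potency is the fitted concentration of half-maximal effect; plate controls were vehicle for no effect and reference inhibitor for full effect; nearly all actives have a fitted effect of over 55% in size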
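0.75 nM APE1 + cpd, 15 min RT; start w/ 50 nM TAMRA/BHQ-2 THF-abasic dsDNA; kinetic fluor 525/598 nm ×3 reads @60 s; Δ(read3−read1); normalized to DMSO and NSC13755 control wells.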
Anesthetic bind: binds horse apoferritin like a general anesthetic; P02791; apoferritin/1-aminoanthracene competitive binding, fluorescence; Potency, µM (titrated, usually from 77.5 µM), inactives show at the highest dose activity change, negative = displacement, hits mostly inhibitors; hit rate 0.074% among 350,000; AID 485281; note: potency is the fitted concentration of half-maximal effect; % is set by controls: 0 for no effect and ±100 for the full control effect; nearly all actives have a fitted effect of over 20% in size
Target sequence (P02791 2-175 limits assumed): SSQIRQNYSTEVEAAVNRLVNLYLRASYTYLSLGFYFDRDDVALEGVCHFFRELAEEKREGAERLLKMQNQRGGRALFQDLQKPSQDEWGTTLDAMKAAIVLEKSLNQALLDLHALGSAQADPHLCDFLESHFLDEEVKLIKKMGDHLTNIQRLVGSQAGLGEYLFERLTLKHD
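Steps: apoferritin (10 uM) was premixed with half-saturated 1-AMA in PBS, compounds were pin-transferred, plates stood 10 min at room temperature, fluorescence was read at 380/535 nm, and curves were fitted with a Hill equation.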
POLK inh: inhibitors of human DNA polymerase kappa. Q9UBT6. purified Pol kappa, fluorescent DNA synthesis assay, 10 min. Potency, µM (top dose mostly 107 µM), for inactives: at the top dose activity, negative = inhibition, hits mostly inhibitors. hit rate 0.53% among 400,000. AID 588579; note: potency is the fitted concentration of half-maximal effect; % is set by controls: 0 for no effect and ±100 for the full control effect
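10 nM Pol kappa was preincubated with compounds for 15 min at room temperature. Reaction started with 50 nM (final) substrate. Fluorescence read kinetically at 0 and 10 min.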
ERG-DNA inh: inhibitors of human ERG Ets domain-DNA interaction | P11308 | fluorescence polarization, His-ERG Ets domain / labelled DNA | Potency, µM (series often up to 76.9 µM), for the others: at the highest dose FP activity, negative = inhibition, actives largely listed as inhibitors | hit rate 0.028% among 370,000; active = well fitted inhibition curve with a large enough effect in the polarisation, with a control signal flat; inconclusive = small, poorly fitted or top-dose-only effect, or effect the other way, or a change in a side signal; inactive = no such curve, though single readings can be large or run the other way; the % refers to the polarisation;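 note: polarization taken with two DNA probes labelled with fluorescein and Texas red; potency is the fitted concentration of half-maximal effect; % of control where 0% means no effect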
Target sequence (P11308 whole entry, looked up, the tested form may be a part): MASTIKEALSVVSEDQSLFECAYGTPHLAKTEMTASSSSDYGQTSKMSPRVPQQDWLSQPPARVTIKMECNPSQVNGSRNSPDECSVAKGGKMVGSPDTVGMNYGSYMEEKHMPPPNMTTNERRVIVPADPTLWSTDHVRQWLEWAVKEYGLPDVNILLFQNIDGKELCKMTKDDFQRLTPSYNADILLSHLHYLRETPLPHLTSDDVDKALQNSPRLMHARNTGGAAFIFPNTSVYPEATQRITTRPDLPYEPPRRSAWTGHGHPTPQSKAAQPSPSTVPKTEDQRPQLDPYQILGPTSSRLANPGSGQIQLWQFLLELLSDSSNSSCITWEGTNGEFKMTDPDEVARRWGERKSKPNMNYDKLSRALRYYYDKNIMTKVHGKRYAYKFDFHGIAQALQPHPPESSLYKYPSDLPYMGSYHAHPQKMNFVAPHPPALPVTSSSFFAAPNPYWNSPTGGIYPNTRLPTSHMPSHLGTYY
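His-tagged ERG Ets domain (1 uM in the protein solution; 300mM KCl, 50mM Tris-HCl, 1mM EDTA, 1mM DTT, pH 7.5) received compound, then a probe mix of 5 nM fluorescein-DNA and 100nM Texas-615-DNA. Fluorescence polarization was read for both dyes.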
ALOX12 inh: blocks human arachidonate 12S-lipoxygenase | purified 12hLO, xylenol orange hydroperoxide absorbance | Potency, µM (doses to about 108 µM), without a hit: top-dose activity change, negative = inhibition, hits mostly inhibitors | hit rate 1.1% among 580,000 | AID 1671190; note: potency is the fitted concentration of half-maximal effect; % is set by controls: 0 for no effect and ±100 for the full control effect
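Purified human 12hLO (150 nM final) in 25 mM Hepes, 0.01% Triton X-100, pH 7.0 was preincubated 15 min at room temperature with compound. Then 40 uM arachidonic acid was added, 30 min. Hydroperoxide was read by Fe-XO absorbance ratio 573/405 nm.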
RGS4 inh: human RGS4 inhibition | P49798 | Transcreener GDP fluorescence polarization, RGS4-accelerated GTP hydrolysis | Potency, µM (doses to about 114 µM), for the others: at the top dose activity change, negative = inhibition, actives largely listed as inhibitors | hit rate 0.039% among 390,000 | AID 504845; note: potency is the fitted concentration of half-maximal effect; % is set by controls: 0 for no effect and ±100 for the full control effect; nearly all actives have a fitted effect of over 75% in size; some results filed as inactive show a strong effect at the top dose
Target sequence (P49798 whole entry, looked up): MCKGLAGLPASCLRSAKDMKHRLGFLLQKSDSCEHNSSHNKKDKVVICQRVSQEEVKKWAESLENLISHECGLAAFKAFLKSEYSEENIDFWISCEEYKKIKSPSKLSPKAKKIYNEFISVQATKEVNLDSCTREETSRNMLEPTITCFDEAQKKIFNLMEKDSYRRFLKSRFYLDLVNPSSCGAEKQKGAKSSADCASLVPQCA
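MLSMR compounds (23 nl, pin-transferred) preincubated 10 min at room temperature with a 500nM (2x) first reagent, then RGS4 at 900nM (2x) plus Transcreener GDP mix added; fluorescence polarization (620/688 nm) read before and after 90 min at 30 °C.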
LDHA block: inhibitors of human lactate dehydrogenase A; activity change, % (values are at about 110 or 230 µM); purified LDHA, NADH/diaphorase-resazurin fluorescence; stronger effect = lower value; hit rate 0.15% among 480,000; P00338; AID 1347041; in the data active = activity change below about -30%; inconclusive = mostly about -25% to -30%;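 note: plate controls were DMSO wells for no effect and wells without enzyme for full effect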
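Remaining NADH was detected by diaphorase (0.133 mg/mL) converting 37 µM resazurin to fluorescent resorufin, read at 0 and 20 minutes. The preceding 5-minute room-temperature reaction used 2 nM LDHA, 0.2 mM sodium pyruvate and 0.06 mM NADH at pH 7.4.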
An asterisk follows results filed as active; ? = inconclusive; · = no result given; & = joins results of further samples; [ ] = remark or other dose. Unless noted, calls come from the whole dose curve; as a rule, active = well fitted curve in the direction sought with a large enough effect; inconclusive = small, poorly fitted or top-dose-only effect, or another doubt; inactive = no such curve, though single readings can be large; an effect the other way counts as inactive or inconclusive. Not all compounds are listed, so the mix of outcomes need not match the whole.

| Molecule | POLB inh | POLH inh | APEX1 inh | Anesthetic bind | POLK inh | ERG-DNA inh | ALOX12 inh | RGS4 inh | LDHA block |
| --- | --- | --- | --- | --- | --- | --- | --- | --- | --- |
| Cc1nnc(NC(=O)CSc2nnc(CNC(=O)C34CC5CC(CC(C5)C3)C4)n2C2CCCCC2)s1 | 1% | 0% | 1% | -4% | -17% | 0% | 0%[57.4 µM] | -8% | -8 |
| COc1ccccc1CNC(=O)CNCCc1ccc(OC)c(OC)c1 | -1% | -17% | 1% | -6% | -2% | 4% | -4% | 7% | -13 |
| Cc1ccc2c(c1)C1CN(C)CCC1N2S(=O)(=O)c1cccc(F)c1 (centres undefined) | · | -15% | 6% | · | -3% | 10%[15.4 µM] | -2% | 7% | -12 |
| Cc1ccc(SCC(CC(C)C)N2CCN(C)CCC2=O)cc1 (centres undefined) | · | · | 9% | -2% | 3% | · | · | 0% | · |
| COc1ccc(C)cc1NS(=O)(=O)c1c(C(=O)N2CCC(C)CC2)c(C)n(C)c1C | ? | -15% | · | -12% | 0%[60.1 µM] | 3% | -11% | 9% | 4 |
| CCC(CC)C(=O)Nc1cc(OC)c(OC)cc1C(=O)O | -1% | -7% | 0% | 4% | 4% | 4% | -3% | -16%[11.4 µM] | 14 |
| CC1(C)Cc2c(c(N3CCCC3)nc3sc(C(=O)Nc4ccccc4)c(N)c23)CO1 | 2% | -19% | 26% | 71%[activator] | -3% | -4% | 34%[activator] | -36% | 0 |
| CC1Cc2cc(S(=O)(=O)N3CCCCC3)ccc2N1C(=O)C1CCC1 (centres undefined) | 26% | -5% | -1% | -18% | 6% | -8% | 10% | -20% | 0 |
| Cc1c(C#N)c(NC(=O)CCl)n(Cc2cccs2)c1C | 21% | -17% | -2% | -12% | -1% | 22% | -21% | -39% | -2 |
| O=C(COC(=O)CCc1nc2ccccc2c(=O)[nH]1)Nc1c(Cl)cccc1C(F)(F)F | · | 5% | 14% | · | 1% | -1% | -1% | -4% | -1 |
| CN(C)c1ccc(C(=S)N2CCN(Cc3ccccc3)CC2)cc1 | 13% | -21% | -7% | -15% | 4% | -2% | -1% | ? | -1 |
| CCc1ccc(CN(C)C(=O)CC2C(=O)NCCN2Cc2ccoc2)cc1 (centres undefined) | -18% | -6% | 9% | -12% | 0% | 3% | 0% | 4% | -3 |
| COc1cccc(CNc2nc3ccccc3n2CCN2CCCCC2)c1OC | 21% | -10% | -6% | -2% | -4% | 3% | -8% | -21%[11.4 µM] | 1 |
| NC(=O)c1ccccc1OCC(=O)Nc1cccnc1Cl | · | -2% | 29% | · | -6% | 8% | 13% | 12% | -10 |
| CC(=O)N1c2ccccc2CCc2ccc(N)cc21 | 50% | 7% | -2% | -4% | -7% | -10% | -6% | 2% | -1 |
| O=C(Nc1ccccc1)/C(=C/c1cccnc1)NC(=O)c1ccco1 | 20% | -11% | 5% | 4% | -12% | 8% | -15% | 7% | -1 |
| COc1ccc(NC(=O)Nc2ccccc2C(N)=O)cc1OC | 8% | -2% | 2% | -3% | 2% | 1% | 7% | 7% | -5 |
| O=C(Nc1ccc2snnc2c1)N1CCN(c2ccccc2)CC1 | -5% | ? | -7% | ? | -5% | -8% | ? | -5% | -6 |
| Cn1cccc1/C=N\NC(=O)c1cncc(Br)c1 | 7% | -16% | -1% | -9% | -7% | -1% | 0% | 0% | -5 |
| CCCCCCCCN1[C@@H](CC(=O)OCC)c2cc(C(F)(F)F)ccc2S1(=O)=O | · | -23% | · | · | -4% | 6% | ? | -5% | 4 |
| CC(OC(=O)C1=Cc2ccccc2OC1)C(=O)NC(C)(C)C (centres undefined) | 10% | -22% | 12% | -2% | -1% | -8% | -7% | -31% | 0 |
| NC(=NCCc1ccc(Cl)cc1)NS(=O)(=O)c1ccccc1 | 30% | -13% | 25% | -10% | 11% | -4% | -26% | 18% | -2 |
| COc1ccc(NC(=O)CN2CCC(C)CC2)c([N+](=O)[O-])c1 | 10% | -14% | -5% | -4% | -7% | · | 18% | 1% | -2 |
| O=[N+]([O-])c1cc(CS(=O)(=O)Oc2ccc(Cl)cc2)c(O)c([N+](=O)[O-])c1 | · | -11% | · | · | -13% | 5% | ? | -8% | -6 |
| Fc1ccccc1N1CCN(Cc2cnc(Cl)s2)CC1 | 2% | -8% | 2% | -11% | 12% | 10% | -15% | -25% | 2 |
| COC(=O)[C@@]1(Cc2ccc(F)cc2)[C@@H]2[C@@H](CC(=O)[C@H]2CC(=O)C(=O)N(C)C)CN1C(=O)c1ccccc1 | -18% | -7% | 5%&-2% | -15%&-3% | 1% | 2% | · | -2% | 7 |
| Cc1cccc(NC2=CC(=O)OC(C)C2)c1 (centres undefined) | -1% | -3% | 1% | -5% | 2% | -1% | 0% | -16% | -9 |
| C=C(C)COc1ccc(-c2[nH]ncc2-c2ccc(Br)cc2)c(O)c1 | 8% | ? | 21% | ? | -20% | 11% | ? | -1% | -3 |
| Cc1nn(C)cc1S(=O)(=O)Nc1ccc(C(F)(F)F)cc1 | 0% | -18% | 53% | -6% | -17% | -9% | 5% | 12% | -5 |
| COc1ccc(C)cc1NC(=S)NC(C)c1ccc(OC)c(OC)c1 (centres undefined) | 5% | -6% | 10% | -4% | 8% | -6% | 0% | -12% | -1 |

(listing goes on)
Second line of a record – POLB inh | POLH inh | APEX1 inh | Anesthetic bind | POLK inh | ERG-DNA inh | ALOX12 inh | RGS4 inh | LDHA block
Cc1ccc2nc3c(cc(S(=O)(=O)c4ccccc4)c(=N)n3Cc3ccco3)c(=O)n2c1
    7.9µM* | 0% | -3% | 87%[activator] | -9% | -4% | -24% | 1% | -8
CCCCN(C(=O)CN(C)CC(=O)Nc1cccc(OC)c1)c1c(N)n(CCCC)c(=O)[nH]c1=O
    · | -9% | 19% | · | -7% | -1% | -5% | -11% | -18
Cc1ccc(S(=O)(=O)CC(=O)N2CCN(c3cccc(C(F)(F)F)c3)CC2)cc1
    0% | -20% | -1% | -22% | -2% | -3% | -28% | 4% | 3
Cc1ccc(NC(=O)c2cccc(F)c2)cc1S(=O)(=O)N1CCCCCC1
    24% | -11% | 9% | -18% | -5% | 0% | ? | 0% | -12
Cc1nn(CC(=O)NNC(=O)c2cccc(Br)c2)c(C)c1[N+](=O)[O-]
    13% | -1% | 23% | -5% | -17% | -2% | 9% | 19% | 0
Cc1cc(C(=O)OCC(=O)NCc2ccco2)c(C)n1-c1ccccc1
    22µM* | 14µM* | ? | -21% | 79µM* | 2% | 2% | -14% | -1
COCCN(C(=O)COC(=O)/C=C/c1cccs1)c1c(N)n(Cc2ccccc2)c(=O)[nH]c1=O
    · | 0% | 0% | · | -9% | -3% | 13% | 11% | -14
Cc1ccccc1Nc1nc(-c2cccc(Cl)c2)c2c(n1)-c1ccccc1OC2
    0% | 6% | · | -3% | -2% | -12% | -3% | -7% | 0
CC(C)NCC(=O)Nc1c2c(nc3ccccc13)CCC2
    1% | -5% | 7% | 3% | -2% | 2% | ? | -9% | -20
C=CCC[C@@H](Cc1ccc(F)cc1)C(=O)OC[C@@H](Cc1c[nH]c2ccccc12)NC(=O)[C@H](CC=C)CC(=O)N(CCO)Cc1ccccc1
    · | -36% | -12% | · | -10% | -1% | ? | -14% | 4
COc1ccc(OC)c(C(O)c2coc3ccc(O)c(CN4CCOCC4)c23)c1 (centres undefined)
    11% | 0% | 0% | -8% | -5% | 5% | 3% | -33% | -1
O=C(Nc1ccccc1N1CCOCC1)C1CCCO1 (centres undefined)
    · | -9% | 22% | · | 3% | -6%[15.4 µM] | 3% | -4% | -4
CN(C(=O)c1cccc(NC(=O)Cc2ccc(NC(=O)C3CCCN(C(=O)C4CC4)C3)cc2)c1)C1CCCC1 (centres undefined)
    · | -13% | · | · | -9% | -1% | -2% | 12% | -4
